PKM2 act – activators of human pyruvate kinase M2 | P14618 | purified PKM2, Kinase-Glo ATP luminescence, activation; response scale: 0% is enzyme alone, no compound | Potency, µM (titrated, usually from 57.5 µM), without a hit: at the top dose activation, most hits filed as activators | 260,000 compounds, 0.34% hits | AID 1631; also: potency is read from the fitted curve at half-maximal effect; nearly all actives have a fitted effect of over 55% in size
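ATP formation by purified human PK-M2, quantified via coupled luciferase luminescence after 1 h at room temperature with 0.1 mM ADP and 0.5 mM PEP final.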
Chronic BCR inh – inhibitors of chronic active B-cell receptor signaling. AID 493014. ABC-DLBCL IkBa-CBG/CBR reporter, luminescence ratio, 4 h. 340,000 compounds, 0.05% hits. Potency, µM (highest dose often 46.1 µM), inactives show at the top dose ratio change, negative = lower green/red ratio, usual class: inhibitors; active = well fitted inhibition curve with a large enough effect in the signal ratio, with a control signal flat, not every such curve was filed as active; inconclusive = small, poorly fitted or top-dose-only effect, or effect the other way, or a change in a side signal; the % refers to the signal ratio;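 also: potency is read from the fitted curve at half-maximal effect; plate controls were basal doxycycline-induced cells for no effect and cells given 10 µM MG132 for full effect; MG132 reads +100%, hits lower the ratio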
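Compounds up to 46 uM were incubated four hours with TMD8 cells whose green CBG68 luciferase is fused to IkappaBalpha; red CBR luminescence normalised the signal, and concentration-effect curves were fitted to fusion, red and ratio data.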
Giardia killer – Giardia lamblia killing; 340,000 compounds, 0.15% hits; Giardia lamblia trophozoite viability; activity change, % at 7.66 µM, hits read low; in the data active = activity change below about -80%; inconclusive = between about -30% and that limit;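 also: parasites exposed to compound for two days anaerobically before the ATP read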
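Giardia lamblia trophozoites (100 cells/well) were incubated with compounds for 48 h at 37 deg C under anaerobic conditions. Viability was read as ATP content by one-step luminescence after 15-30 min at room temperature.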
uPA generation – cell surface uPA generation inhibition | cell surface uPA generation assay, qHTS | Potency, µM (highest dose often 38.3 µM), for inactives: top-dose activity change, negative = inhibition, usual class: inhibitors | 330,000 compounds, 0.31% hits; active = well fitted inhibition curve with a large enough effect; inconclusive = small, poorly fitted or top-dose-only effect; inactive = no such curve, though single readings can be large or run the other way; tested in mouse RAW 264.7 cells; also: potency is read from the fitted curve at half-maximal effect; nearly all actives have a fitted effect of over 55% in size
USP2a block – USP2a (human) protease inhibition; O75604; USP2 core, Ub-CHOP2 coupled fluorogenic reporter, 485/531; Potency, µM (titrated, usually from 38.3 µM), inactives show top-dose activity change, negative = inhibition, hits mostly inhibitors; 330,000 compounds, 0.01% hits;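 also: potency is read from the fitted curve at half-maximal effect; plate controls were DMSO wells for no effect and full inhibition by NEM control for full effect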
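Deubiquitinase activity read as fluorescence (485/531 nm) after Ub-CHOP2 cleavage activates the enterokinase reporter on its substrate; USP2 core 10nM, Ub-CHOP2 and substrate 25nM each, 30min compound preincubation then 60min RT; data normalized to NEM, curves fitted.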
GALK inhibitor – blocks human galactokinase activity | P51570 | Purified GALK, Kinase-Glo residual ATP luminescence | Potency, µM (highest dose often 57.5 µM), without a hit: at the highest dose activity change, negative = inhibition, usual class: inhibitors | 270,000 compounds, 0.007% hits | AID 1868; also: potency is read from the fitted curve at half-maximal effect
Target sequence (P51570 whole entry, looked up): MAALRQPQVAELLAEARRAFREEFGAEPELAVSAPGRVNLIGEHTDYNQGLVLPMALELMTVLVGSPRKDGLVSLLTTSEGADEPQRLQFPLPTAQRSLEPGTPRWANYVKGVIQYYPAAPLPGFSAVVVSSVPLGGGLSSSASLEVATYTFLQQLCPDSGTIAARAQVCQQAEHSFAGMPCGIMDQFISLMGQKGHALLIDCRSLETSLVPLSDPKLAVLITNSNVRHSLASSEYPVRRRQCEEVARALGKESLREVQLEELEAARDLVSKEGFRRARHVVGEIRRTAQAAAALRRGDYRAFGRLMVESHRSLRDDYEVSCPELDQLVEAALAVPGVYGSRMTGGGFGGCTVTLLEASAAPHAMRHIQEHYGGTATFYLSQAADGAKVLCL
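Kinase-Glo Plus luminescence measured ATP left after a 1 h room-temperature reaction. The reaction used 5 nM GALK, 100 uM galactose and 35 uM ATP at pH 8.0 (20 mM HEPES, 5 mM MgCl2, 60 mM NaCl, 1 mM DTT, 0.01% BSA).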
KCNH2 3.1 block – KCNH2 3.1 (human) potassium channel inhibition. activity change, % (tested at about 1.8 µM). 340,000 compounds, 0.95% hits. U2OS KCNH2 3.1, thallium flux FluxOr; stronger effect = lower value. AID 720553;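 active = maximum activity change below -70%; inconclusive = maximum activity change from -70% to -50%; inactive = maximum activity change above -50%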;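 also: thallium influx rate constant from kinetic fluorescence after stimulation buffer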
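Virally transduced U2OS (3.1 isoform, 4 h infection in dark at RT) → overnight 37 C → FluxOr + Red40 in HBSS/HEPES, 45 min → stimulation buffer, 2 min kinetic read → rate constant vs DMSO controls.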
B2AR arrestin – recruits beta-arrestin to the human beta2-adrenergic receptor; P07550; AID 492947; beta-arrestin recruitment to beta2AR, cell-based reporter; Potency, µM (top dose mostly 46.1 µM), for the others: top-dose activation, usual class: activators; 330,000 compounds, 0.02% hits;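 also: potency is read from the fitted curve at half-maximal effect; 0% = DMSO controls and full agonism = EC100 isoproterenol or metaproterenol; nearly all actives have a fitted effect of over 65% in size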
Eya2 inh – blocks the phosphatase activity of human Eya2; O00167; recombinant Eya2, OMFP fluorescence dephosphorylation (OMFP is methylfluorescein phosphate); Potency, µM (doses to about 76.9 µM), for the others: at the top dose activity, negative = inhibition, actives largely listed as inhibitors; 330,000 compounds, 0.006% hits; AID 488837; also: potency is read from the fitted curve at half-maximal effect
Target sequence (O00167 whole entry, looked up): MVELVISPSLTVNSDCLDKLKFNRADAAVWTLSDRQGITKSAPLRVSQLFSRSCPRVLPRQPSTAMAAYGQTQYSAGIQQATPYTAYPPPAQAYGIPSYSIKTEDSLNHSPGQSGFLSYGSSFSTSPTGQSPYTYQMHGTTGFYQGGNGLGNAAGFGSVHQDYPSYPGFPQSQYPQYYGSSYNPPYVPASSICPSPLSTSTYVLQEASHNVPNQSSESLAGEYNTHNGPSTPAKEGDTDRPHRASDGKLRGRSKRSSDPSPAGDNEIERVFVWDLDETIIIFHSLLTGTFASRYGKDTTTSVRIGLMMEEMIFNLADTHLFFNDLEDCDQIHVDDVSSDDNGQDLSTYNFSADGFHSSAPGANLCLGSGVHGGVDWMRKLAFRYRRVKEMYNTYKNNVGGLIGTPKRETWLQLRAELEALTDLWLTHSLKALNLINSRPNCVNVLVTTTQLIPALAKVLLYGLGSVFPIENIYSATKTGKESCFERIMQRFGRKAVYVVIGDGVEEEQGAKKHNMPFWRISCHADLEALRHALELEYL
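Eya2 (0.2 uM) preincubated 10 min at ambient with compound, then OMFP substrate added at 50 uM; 10 min reaction in 50 mM HEPES pH 7.5, 50 mM NaCl, 5 uM MgCl2, 0.05% BSA, 1 mM DTT. Fluorescence read at Ex 485/Em 525 nm.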
hERG WT inh – KCNH2 (human, wildtype) channel inhibition | 340,000 compounds, 0.37% hits | Q12809 | activity change, % at 1.84 µM | U2OS, BacMam KCNH2, thallium flux FluxOr; stronger effect = lower value;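 active = maximum activity change below -70%; inconclusive = maximum activity change between -70% and -50%; inactive = maximum activity change above -50%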
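U2OS cells transduced with wild-type KCNH2 virus are loaded with FluxOr dye for 45 min, and thallium flux is measured in kinetic reads before and after stimulation buffer. Rate constants are normalized to DMSO controls.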
Coupling enz – coupling enzyme interference in Giardia aldolase counter-screen | coupling enzyme system counterscreen, AmpLite Red fluorescence | activity change, negative = inhibition, % at 58.2 µM, hits read low | 290,000 compounds, 0.67% hits | AID 2472; in the data active = activity change below about -30%
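Fluorescence at 525 nm excitation and 598 nm emission measured inhibition of the coupled detection system without aldolase. Compounds (at 57.5 uM final) were preincubated 10 min at room temperature with coupling enzyme reagent before a 20 min substrate/AmpLite Red step.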
Numbers without * were called inactive; ? = inconclusive; / = not tested or not shown; [ ] = remark or other dose. Unless noted, calls follow the shape of the dose curve; as a rule, active = well fitted curve in the direction sought with a large enough effect; inconclusive = small, poorly fitted or top-dose-only effect, or another doubt; inactive = no such curve, though single readings can be large; an effect the other way counts as inactive or inconclusive. Unless noted, % is scaled to controls: 0 for no effect and ±100 for the full control effect.

Structure | PKM2 act | Chronic BCR inh | Giardia killer | uPA generation | USP2a block | GALK inhibitor | KCNH2 3.1 block | B2AR arrestin | Eya2 inh | hERG WT inh | Coupling enz
CC(C)CN(C(=O)CC(C)c1ccccc1)c1c(N)n(Cc2ccccc2)c(=O)[nH]c1=O (configuration not stated) | / | 1% | 3 | 13% | 2% | / | 5 | -0.1% | -17% | 2 | /
COc1ccc(/C=N/NC(=O)c2cccc(NC(=O)c3ccccc3)c2)c(C(=O)O)c1OC | -1% | -8% | -5 | -4% | 2% | / | -34 | -0.6% | -6% | -7 | 5
COc1cc(NC(=O)COc2ccccc2[N+](=O)[O-])ccc1NC(=O)c1ccco1 | 6% | 6% | -20 | 1% | 0% | -5% | 24 | -0.3% | 1% | 0 | /
CCCCn1c(SCC(=O)Nc2cc(C)on2)nc2cc(S(N)(=O)=O)ccc21 | / | -1% | 13 | 4% | 0% | / | -17 | -0.4% | -2% | 20 | /
COc1ccccc1/C=N\Nc1cc(C)nc(-n2nc(C)cc2C)n1 | 1% | -11% | 2 | -5% | 0% | / | 4 | -0.2% | -5% | -21 | 0
Cc1cccc(C)c1NC(=O)c1ccc2c(c1)CCN2S(C)(=O)=O | / | ? | -1 | 0% | 2% | 0% | 12 | -0.7% | -28% | -10 | 0
CCn1c(NC(=O)C(C)C)c2ccccc2nc1=O | -6% | 3% | -9 | 11% | 2% | -4% | 5 | -0.2% | 8% | 18 | 7
O=C(Nc1ccc(Cl)c(S(=O)(=O)N2CCOCC2)c1)c1ccc(OCC2CCCO2)cc1 (configuration not stated) | 1% | ? | -8 | -12% | -16% | 5% | 12 | 0.1% | 12% | 1 | -6
O=C(NCc1ccccc1)c1cccc(COc2ccccc2Cl)c1 | -1% | 10% | 3 | -1% | 0% | 2% | / | 4.4% | -8% | 16 | 4
COC(=O)c1ccc(N2NC(=O)/C(=C/c3ccc(OC)c(OC)c3)C2=O)cc1 | -2% | -11% | -17 | 0% | 3% | -2% | / | 0.1% | 3% | / | -1
NS(=O)(=O)c1ccc(N2CCN(C(=O)C3COc4ccccc4O3)CC2)nc1 (configuration not stated) | / | 0% | -5 | 4% | 5% | / | 18 | 0.0% | 3% | -1 | /
CCOc1ccc(OCCOc2cccc(C(F)(F)F)c2)cc1 | -12% | -7% | 7 | 1% | -5% | -5% | 4 | 0.0% | -6% | -1 | /
CCC(=O)Oc1ccc(-c2cnc3ccccc3n2)cc1 | -6% | ? | -9 | -15% | -1% | 2% | -11 | 3.5% | ? | 4 | 2
CN(c1ccccc1)S(=O)(=O)c1cccc(C(=O)OCC(=O)Nc2ccc3[nH]c(=O)[nH]c3c2)c1 | / | 2% | -1 | 4% | 0% | / | -12 | 1.6% | -1% | -11 | /
Cc1ccn(C(=O)c2cc3cc(Cl)ccc3oc2=O)n1 | -7% | 24% | 1 | 0% | -5% | 2% | 19 | -0.1% | -6% | 1 | -1
CNC(=O)COC(=O)/C=C/c1c(C)nn(-c2ccccc2)c1C | -2% | 18% | -10 | 2% | 6% | 0% | 2 | -0.3% | -13% | 2 | 4
CN1CCN(C(=O)c2ccc(COc3ccc(C(C)(C)C)cc3)o2)CC1 | 0% | -2% | -3 | -5% | 1% | / | 8 | 0.2% | 0% | -2 | 2
Cn1c(Cc2ccccc2)nnc1SCC(=O)NC1CCCC1 | / | 1% | 0 | -2% | -4% | 5% | 12 | -1.0% | -5% | 2 | 2
COCCn1c(C)cc(C(=O)CSc2nc3ccccc3c(=O)n2Cc2ccco2)c1C | -3% | 0% | 34[activator] | -4% | 3% | 1% | -18 | -0.2% | 2% | 6 | 0
CCOC(=O)c1sc2nc3c(cc2c1N)COC(C)(CC)C3 (configuration not stated) | 1% | ? | -1 | -4% | 4% | 1% | -6 | 0.0% | 3% | -2 | -1
COC(=O)N/N=C/c1ccc([N+](=O)[O-])o1 | 4% | -2% | ? | -6% | 3% | -4% | 10 | -0.8% | 2% | 0 | 0
O=c1[nH][nH]cc1C=Nc1ccccc1Cl | 3% | -1% | 0 | -6% | 10% | 1% | 9 | -0.1% | 4% | 1 | 1
COc1nsnc1NS(=O)(=O)c1ccc(NC(=S)NC(=O)c2ccncc2)cc1 | -6% | 7% | -10 | 12% | 9% | 1% | 9 | -0.2% | 10% | -1 | 6
O=C(NC1C=CS(=O)(=O)C1)c1sc2ccccc2c1Cl (configuration not stated) | 3% | ? | 4 | ? | -1% | -3% | 2 | -0.2% | -2% | -5 | -1

Two entries drawn at random from the list so far, as already listed:
Structure | PKM2 act | Chronic BCR inh | Giardia killer | uPA generation | USP2a block | GALK inhibitor | KCNH2 3.1 block | B2AR arrestin | Eya2 inh | hERG WT inh | Coupling enz
COc1ccccc1/C=N\Nc1cc(C)nc(-n2nc(C)cc2C)n1 | 1% | -11% | 2 | -5% | 0% | / | 4 | -0.2% | -5% | -21 | 0
O=C(NC1C=CS(=O)(=O)C1)c1sc2ccccc2c1Cl (configuration not stated) | 3% | ? | 4 | ? | -1% | -3% | 2 | -0.2% | -2% | -5 | -1

Other structures
Structure | PKM2 act | Chronic BCR inh | Giardia killer | uPA generation | USP2a block | GALK inhibitor | KCNH2 3.1 block | B2AR arrestin | Eya2 inh | hERG WT inh | Coupling enz
O=C(/C=C/c1ccc(F)cc1)Nc1cc(S(=O)(=O)N2CCOCC2)ccc1N1CCCC1 | 5% | -1% | 5 | -4% | 16% | 0% | -10 | 0.2% | -3% | 19 | -5
Cc1ccccc1OCC(=O)N1CCC2(CC1)CC(=O)c1ccccc1O2 | / | -12% | -9 | 3% | 0% | / | 12 | -0.1% | -12% | 15 | /
Cc1cc(C)n2nc(C(=O)N(C)c3c(N)n(Cc4ccccc4)c(=O)[nH]c3=O)nc2n1 | / | 9% | -8 | 5% | -2% | / | 14 | 0.3% | 5% | 1 | /
O=C(CSc1nc2c(cnn2-c2ccc(F)cc2)c(=O)[nH]1)Nc1nccs1 | ? | 2% | 28 | -4% | 0% | / | 4 | -0.6% | -1% | -2 | -3
Cc1ccc(CNC(=O)[C@H](Cc2ccccc2)NC(=O)c2ccco2)cc1 | / | -1% | 3 | -10% | 1% | / | 13 | 0.0% | -4% | 2 | /
O=C(COc1ccc(Cl)cc1)Nc1ccc(NC(=O)c2ccco2)cc1 | / | -3% | 10 | 3% | 1% | -3% | 0 | -0.5% | 3% | 14 | 0
CC(C)COc1ncnc2c1sc1nc3c(cc12)COC(C)(C)C3 | -5% | -12% | / | / | 1% | 0% | / | 5.8% | 9% | / | 3
O=C(O)c1ccccc1C(=O)c1ccc(N2CCCC2)c([N+](=O)[O-])c1 | 0% | 6% | -4 | 1% | -1% | 5% | -25 | 0.0% | 0% | 2 | 11
C/C(Cl)=C\COc1cc(C)nc2c(Br)cccc12 | 2% | ? | -8 | -3% | 4% | -1% | 3 | -0.1% | -9% | 16 | -1
COc1ccccc1NC(=O)CCn1c(=S)oc2ccccc21 | / | ? | 14 | 5% | -3% | -2% | -2 | -0.3% | -9% | -6 | 3
CCC1(C)Cc2ccccc2-c2[nH]c(=S)[nH]c(=O)c21 (configuration not stated) | -2% | 4% | -10 | 2% | 5% | -2% | -11 | -1.2% | -1% | -4 | 7
CCOC(=O)c1ccccc1NC(=O)COC(=O)CCNS(=O)(=O)c1cccs1 | / | 12% | 12 | -2% | -3% | / | -9 | -1.6% | 5% | -10 | /
Cc1cc(C(=O)CSc2nc3ccccc3n2C)c(C)n1C | 10% | ? | -2 | 7% | 0% | 0% | -3 | 0.4% | -1% | -7 | -5
CCC1NC(C(=O)O)Cc2c1[nH]c1ccccc21 (configuration not stated) | / | 7% | -22 | -12% | 0% | / | 6 | 0.0% | 1% | -6 | /
COc1ccc(C2C(C(C)=O)=C(O)C(=O)N2C)c(OC)c1 (configuration not stated) | 16% | 3% | 1 | 1% | 0% | 5% | 13 | -0.8% | -6% | 7 | 3

Compound profiles (already shown). Order of screens: PKM2 act	Chronic BCR inh	Giardia killer	uPA generation	USP2a block	GALK inhibitor	KCNH2 3.1 block	B2AR arrestin	Eya2 inh	hERG WT inh	Coupling enz
`CCC1NC(C(=O)O)Cc2c1[nH]c1ccccc21` (configuration not stated) is listed as /	7%	-22	-12%	0%	/	6	0.0%	1%	-6	/
`O=C(/C=C/c1ccc(F)cc1)Nc1cc(S(=O)(=O)N2CCOCC2)ccc1N1CCCC1` is listed as 5%	-1%	5	-4%	16%	0%	-10	0.2%	-3%	19	-5

Source: PubChem BioAssay

No enrichment for hits; about 2.4% have a hit in one of these screens.
